# 14-3-3 Bad inh: inhibitors of 14-3-3 zeta/Bad binding, primary screen, biochemical, TR-FRET, bovine 14-3-3 zeta. TR-FRET 14-3-3zeta/Dy647-pBad peptide displacement, 1 h. 220,000 tested, 0.71% active. inhibition, % at 21.7 µM. 14-3-3 protein zeta/delta (Bos taurus), P63103. AID 781, 2007;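 active means inhibition above about 70%, limit read from the data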;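 further: 0% = full 14-3-3 plus peptide FRET controls and 100% = background without 14-3-3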
# Target sequence (P63103 whole entry, looked up): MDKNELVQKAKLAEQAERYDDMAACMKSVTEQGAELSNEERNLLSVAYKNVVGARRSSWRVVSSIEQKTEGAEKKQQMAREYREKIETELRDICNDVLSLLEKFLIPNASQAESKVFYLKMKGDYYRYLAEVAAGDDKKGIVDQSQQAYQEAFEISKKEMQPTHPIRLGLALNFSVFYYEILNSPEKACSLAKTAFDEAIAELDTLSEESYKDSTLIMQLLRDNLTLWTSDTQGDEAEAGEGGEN
# CHOP inh: inhibitors of CHOP promoter induction, primary screen, cell-based, unfolded protein response, luciferase reporter. CHO-K1 CHOP-promoter luciferase, tunicamycin-induced, 15-18 h. AID 2732, 2010. 220,000 tested, 3.8% active. inhibition, % at 10 µM;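 active means compounds that reduced the stress-induced luciferase reporter signal by more than about 70% of percent inhibition, limit read from the data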;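 further: 0% = tunicamycin plus vehicle and 100% = wells without tunicamycin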
# EP2 modulator: EP2 receptor modulators, cAMP readout, primary screen, cell-based, HTRF cAMP, PGE2 stimulation; 260,000 tested, 0.83% active; Prostaglandin E2 receptor EP2 subtype (Homo sapiens), P43116; induction, % at 25 µM; EP2-expressing cells, cAMP HTRF FRET, PGE2 co-stimulation;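 active means compounds whose cAMP rise, as percent of the full-agonist control response, exceeds 60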;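 further: rat C6 glioma line stably carrying human EP2 under a CMV promoter; the protocol text gives 20 µM as final concentration; 100% = response of wells given 1 µM PGE2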
# Target sequence (P43116 whole entry, looked up): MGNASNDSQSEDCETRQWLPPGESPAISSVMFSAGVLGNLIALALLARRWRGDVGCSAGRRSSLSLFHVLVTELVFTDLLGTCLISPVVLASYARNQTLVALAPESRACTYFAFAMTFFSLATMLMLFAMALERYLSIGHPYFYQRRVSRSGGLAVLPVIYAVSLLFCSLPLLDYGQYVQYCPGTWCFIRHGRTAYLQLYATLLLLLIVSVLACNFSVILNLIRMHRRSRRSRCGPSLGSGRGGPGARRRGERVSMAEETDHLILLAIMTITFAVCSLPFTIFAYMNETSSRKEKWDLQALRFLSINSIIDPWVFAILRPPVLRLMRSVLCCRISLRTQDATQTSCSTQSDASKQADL
# NPY1 pot ag: NPY-Y1 receptor potentiators or agonists, primary screen, cell-based. Neuropeptide Y receptor type 1 (Homo sapiens), P25929. NPY-Y1 expressing cells, potentiator/agonist activation. activation, % at 3.6 µM. 220,000 tested, 0.37% active; in the data active means activation above about 33%, passing the limit was not always enough;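 further: cells stimulated with NPY at EC10 then isoproterenol at EC100; 0% = low agonist plus stimulus and 100% = saturating agonist plus stimulus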
# Target sequence (P25929 whole entry, looked up): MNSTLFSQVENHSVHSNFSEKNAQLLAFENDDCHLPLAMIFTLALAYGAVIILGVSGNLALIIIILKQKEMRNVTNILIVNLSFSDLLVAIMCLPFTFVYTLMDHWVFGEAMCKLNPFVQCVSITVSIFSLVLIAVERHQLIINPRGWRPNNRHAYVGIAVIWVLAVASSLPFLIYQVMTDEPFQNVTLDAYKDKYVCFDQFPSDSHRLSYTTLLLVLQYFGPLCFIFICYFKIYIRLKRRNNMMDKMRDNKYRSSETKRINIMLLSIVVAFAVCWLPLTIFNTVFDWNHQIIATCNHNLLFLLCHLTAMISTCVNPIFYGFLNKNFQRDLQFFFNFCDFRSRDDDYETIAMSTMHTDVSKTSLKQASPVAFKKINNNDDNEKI
# EP2 antag: human EP2 receptor antagonists, primary screen, TR-FRET cAMP, C6 glioma cells | Prostaglandin E2 receptor EP2 subtype (Homo sapiens), P43116 | C6 glioma cells expressing human EP2; cells stimulated with saturating PGE2 | inhibition, % at 25 µM | 260,000 tested, 0.52% active;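 active means percent inhibition above 40 after rounding to a whole number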;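 further: rat C6 glioma host cells with rolipram phosphodiesterase inhibitor present; the protocol text gives 20 µM as final concentration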
# TRPN1 ag: zebrafish TRPN1 channel agonists, primary screen, cell-based, HEK293, calcium fluorescence | HEK293 zebrafish TRPN1-YFP, Fluo-8 calcium fluorescence; 100% = response to 87 µM carbachol | activation, % at 3 µM | 220,000 tested, 0.18% active | AID 1424, 2008;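 active means activation above its plate's cutoff, the mean activation of test wells on that plate plus 3 SD, cut at about 19% in these data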;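 further: 0% = DMSO alone and 100% = 87 µM carbachol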
#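 Material – zebrafish TRPN1-YFP in HEK293 cells · Doses – 3 µM single point · Schedule – dye 1 h 37 °C plus 30 min RT · Signal – Fluo-8 calcium fluorescence, excitation 470-495 nm, emission 515-575 nm · Read-out – % activation versus carbachol response · Control set – carbachol high, DMSO low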
# NPY-Y1 antag: NPY-Y1 receptor antagonists, primary screen, cell-based; Neuropeptide Y receptor type 1 (Homo sapiens), P25929; HEK293-CNG Y1 cells, membrane potential fluorescence; NPY at EC95, then isoproterenol; inhibition, % at 3.6 µM; 200,000 tested, 1% active; AID 1040, 2008;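 active means inhibition above the campaign mean inhibition of all tested compounds plus 3 SD, cut at about 20% in these data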;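 further: 0% = DMSO wells given NPY plus isoproterenol and 100% = isoproterenol alone without NPY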
#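 Material: HEK293 cells with Y1 receptor plus CNG channel; times: compound incubation 1 h at room temperature, readout 45 min post-stimulation; signal: fluorescence, membrane potential probe; read-out basis: fluorescence ratio normalized to % inhibition between controls; benchmarks: full-block control isoproterenol-only wells, zero-block control NPY plus isoproterenol wells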
# TRPML3 ag: human TRPML3 channel agonists, primary screen, cell-based, HEK293 TRPML3-YFP, Fluo-8 calcium fluorescence, 3 µM. Mucolipin-3 (Homo sapiens), Q8TDD5. 220,000 tested, 0.29% active. activation, % at 3 µM. 100% = the carbachol control signal;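 active means activation above its plate's cutoff, the mean activation of the plate's test wells plus 3 SD, cut at about 12% in these data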;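 further: 0% = DMSO only wells and 100% = carbachol wells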
#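 Test system: HEK293 cells stably carrying human TRPML3-YFP; Doses: single dose, 3 µM final nominal compound, 0.3% DMSO final; Schedule: dye loading 1 h 37 °C then 30 min ambient, 125 s read; Technique: Fluo-8 calcium fluorescence; Benchmarks: high control carbachol 87 µM, low control DMSO.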
# PPC-1+TRAIL kill: compounds killing PPC-1 cancer cells with TRAIL present, primary screen, TRAIL potentiator project, ATPLite luminescence, uHTS | AID 1443, 2008 | PPC-1 cells + TRAIL, ATPLite viability luminescence | 220,000 tested, 0.41% active | cell killing (% activity), % at 4 µM;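 active means cell killing above 50% in the first pass at 4 µM, then a duplicate retest at 5 µM averaging 50% or more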;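 further: plate controls were cells with TRAIL plus DMSO for no effect and medium-only wells lacking cells for full effect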
# Active calls of the source: *; · = no result given; [ ] = remark or other dose. Only part of the results is shown; count on the stated rates, not on these rows.
SMILES,14-3-3 Bad inh,CHOP inh,EP2 modulator,NPY1 pot ag,EP2 antag,TRPN1 ag,NPY-Y1 antag,TRPML3 ag,PPC-1+TRAIL kill
O=C1C(=O)N(CCCn2ccnc2)C(c2cccnc2)/C1=C(/O)c1ccc(Br)cc1 (configuration not stated),·,·,·,-1,·,-0.7,6,-0.3,·
CCN(CC)S(=O)(=O)c1ccc(N2CCN(c3cccc(OC)c3)CC2)c([N+](=O)[O-])c1,7,24,15,-21,12,0.0,6,0.5,11
CCCCCCC(=O)N1CCN(c2cc3c(cc2F)c(=O)c(C(=O)O)cn3CC)CC1,·,·,·,-19,16,-0.2,-2,0.4,·
COc1cc(C2Nc3ccccc3C(=O)N2c2ccccc2)c(Br)cc1OCC(=O)O (configuration not stated),6,8,25,20,15,0.8,4,0.7,21
Cc1ccc(-n2c(SCC(=O)Nc3ccc4c5c(cccc35)CC4)nc(O)c(C)c2=O)cc1,-11,23,10,-12,4,-2.0,1,0.7,-1
Cc1ccc(NC(=O)CN2C(=O)C3C4C=CC(C4)C3C2=O)cc1S(=O)(=O)N(C)C (configuration not stated),-2,11,-11,6,9,0.7,10,1.1,-11
O=C(Nc1nnc(C2CC2)o1)c1ccc(S(=O)(=O)N2CCc3ccccc3C2)cc1,-13,0,9,-5,4,-2.0,-1,-0.6,10
O=C(CCCC(=O)OCC(=O)c1ccc(F)cc1)Nc1cc(C(F)(F)F)ccc1Cl,-10[fluorescence artefact?],11,-5,-9,2,-0.2,2,0.1,7
c1ccc2cc3[nH]c(CN4CCCCC4)nc3cc2c1,5,41,-14,·,13,·,·,·,12
NC(=S)Nc1ncc(CCN2CCOCC2)c(-c2ccc(F)cc2)n1,-18,9,10,-14,6,0.4,2,1.2,18
COc1ccc(CCNc2oc(-c3ccccc3OC)nc2C#N)cc1,-1,48,-40,-18,25,-1.4,19,-0.7,1
Cc1oc2c(c1C(=O)NCCCC(=O)O)CCCC2,-3,-2,-1,15,16,0.5,7,0.3,8
CCc1nnc(NC(=O)CSc2nc(-c3ccc(OC)cc3)ns2)s1,1,65,25,-14,14,-0.4,4,0.1,15
CS(=O)(=O)n1nc(OC(=O)c2cccc3ccccc23)cc1N,0,-34,-35,-2,20,0.0,3,0.2,6
C/C(=N/NC(=O)c1cc2ccccc2cc1O)C1C(=O)c2ccccc2C1=O,8[fluorescence artefact?],-10,-42,24,7,-0.5,2,0.5,-7
O=C(CCSc1ccccc1)Nc1nc2c(s1)CCCC2,13,51,27,-19,3,-1.4,11,-0.3,14
Cn1c(SC2=CS(=O)(=O)c3ccccc32)nc2ccccc21,8,·,-26,-25,18,1.2,-7,0.9,1
CC(C)(C)N1C(=O)c2ccccc2NC(=O)N1Cc1ccccc1,-4,-10,10,6,12,-0.5,1,-0.5,3
O=C(CCN1CCOCC1)Nc1c(-c2ccccc2)c2cc(Br)ccc2[nH]c1=O,-2,-6,16,20,5,-1.0,4,-0.3,26
O=C(c1ccc(COc2ccccc2Cl)o1)N1CCN(c2ccccc2)CC1,-17,58,-28,-54,12,-0.5,9,-1.2,11
COc1ccc2c(c1O)Cc1ccccc1C2=O,5,-3,-28,5,11,0.3,-6,1.0,13
COC(=O)CNC(=S)NC(=O)c1ccc(C(C)(C)C)cc1,-13,-28,23,6,11,-1.1,-7,-0.4,30
O=C(c1cccc2ccccc12)N1CCC(N2CCN(c3ccccc3)CC2)CC1,31,11,-3,15,6,-0.5,2,0.1,-6
CCOc1ccc2oc(C(=O)Nc3ccc(N4CCOCC4)cc3)c(C)c2c1,-12,12,-17,6,16,0.2,-3,1.1,-9
Cc1ccc(OCc2nnc(SCC(=O)c3cccc([N+](=O)[O-])c3)n2C)cc1,3,49,-2,-13,9,-0.9,4,-0.1,13

# Molecules above with bromine (three):
SMILES,14-3-3 Bad inh,CHOP inh,EP2 modulator,NPY1 pot ag,EP2 antag,TRPN1 ag,NPY-Y1 antag,TRPML3 ag,PPC-1+TRAIL kill
O=C1C(=O)N(CCCn2ccnc2)C(c2cccnc2)/C1=C(/O)c1ccc(Br)cc1 (configuration not stated),·,·,·,-1,·,-0.7,6,-0.3,·
COc1cc(C2Nc3ccccc3C(=O)N2c2ccccc2)c(Br)cc1OCC(=O)O (configuration not stated),6,8,25,20,15,0.8,4,0.7,21
O=C(CCN1CCOCC1)Nc1c(-c2ccccc2)c2cc(Br)ccc2[nH]c1=O,-2,-6,16,20,5,-1.0,4,-0.3,26

# The listing continues:
SMILES,14-3-3 Bad inh,CHOP inh,EP2 modulator,NPY1 pot ag,EP2 antag,TRPN1 ag,NPY-Y1 antag,TRPML3 ag,PPC-1+TRAIL kill
O=C(Cc1ccccc1)Nc1nc(-c2cccc([N+](=O)[O-])c2)cs1,11,1,-7,-8,5,1.2,0,0.6,9
CCOC(=O)CCCCC(=O)c1[nH]c(=O)[nH]c1Cn1cnc2ccccc21,1,-3,9,-3,7,0.2,3,-0.1,-11
O=C(O)CC/C(=N\NC(=O)CNC(=O)c1ccc(F)cc1)c1ccccc1,-7,2,-11,-19,9,-1.1,·,-0.6,15
Cc1ccc(C(=O)COC(=O)CN2C(=O)C3C4CCC(C4)C3C2=O)cc1[N+](=O)[O-] (configuration not stated),-1,12,20,12,19,2.2,-2,1.0,14
CCOc1ccc(Nc2nc(N)nc(CSC(=S)N3CCN(c4ccccc4)CC3)n2)cc1,-2,16,28,25,8,-0.2,·,-0.5,8
Cc1nn(CCCC(=O)N2CCc3ccccc3C2)c(=O)c2cc3sccc3n12,5,9,-43,-28,·,-0.7,2,-0.6,7
Cc1nc(SC2CC(=O)N(c3ccccc3)C2=O)nc2c1CCCC2 (configuration not stated),-15,1,-220,-15,9,-1.4,19,-1.3,29
Fc1ccc(Sc2cc(Cl)c(-c3ccccc3)nn2)cc1,2,40,35,-20,18,-2.1,3,-0.8,-6
CCOc1ccccc1C(=O)N(Cc1ccco1)C1CCS(=O)(=O)C1 (configuration not stated),1,48,14,-6,8,-0.8,11,-0.7,-11
O=[N+]([O-])c1cccc(/C=N\N2CCN(c3ccc(Cl)cc3)CC2)c1,1,-8,6,-8,11,-0.6,-4,1.0,-14
CC(C)C(NC(=O)OCc1ccccc1)C(=O)NCc1ccc(C(=O)O)cc1 (configuration not stated),-8,24,23,-8,7,0.5,2,0.7,17
O=C1C2CCCN2C(c2ccc(F)c(F)c2)N1c1cccc(Cl)c1 (configuration not stated),3,9,6,-8,8,-2.0,1,-0.9,25
CCOC(=O)COn1c(=O)c(-c2cc3ccccc3o2)[n+]([O-])c2ccccc21,-17[fluorescence artefact?],-2,-28,-15,11,1.3,-4,0.5,29
CCN=C1S/C(=C\c2ccc(OC)c(OCC)c2)C(=O)N1CC,0,26,57,7,4,-0.2,2,0.7,-8
CCC(=O)Nc1cccc(NC(=O)c2ccccc2Cl)c1,-4,-5,-33,2,4,1.3,0,0.5,0
Cc1cccc(NC2=C(NC(=O)c3ccccc3)C(=O)c3ccccc3C2=O)c1,8[fluorescence artefact?],-92,-4,7,7,-2.8,2,-0.9,14
COCCN(CCOC)S(=O)(=O)c1ccc(C(=O)NC2CCN(Cc3ccccc3)CC2)cc1,-6,11,27,17,4,5.0,-4,3.5,9
O=C(Nc1ccc(NC(=O)C2CCCN2C(=O)OCc2ccccc2)cc1)c1ccco1 (configuration not stated),-9,-11,0,13,16,1.6,0,-0.1,25
O=C(CN(c1ccc(F)cc1)S(=O)(=O)c1ccc2c(c1)OCCO2)Nc1cccnc1,13,-19,-40,4,11,0.3,8,1.6,21
CC(C)C1CC(=O)NC(SCC(=O)Nc2ccc(Br)cc2)=C1C#N (configuration not stated),-1,11,-42,-5,14,7.4,-8,1.2,28
O=C(CSc1ccccc1)Nc1ccccc1N1CCOCC1,-11[fluorescence artefact?],19,20,-14,12,-1.3,8,8.8,18
O=C(O)C1=C[C@@H](c2ccc3c(c2)OCO3)C[C@@H](OCc2ccc(CO)cc2)O1,-2,18,-21,17,5,0.6,0,0.9,11
COc1cc(NC(=O)C2CCN(S(=O)(=O)c3cnc[nH]3)CC2)cc(OC)c1OC,-9,10,12,-9,2,-1.2,0,0.3,13
Cc1ccc(S(=O)(=O)N2CCN(C(=O)N3CCOCC3)C2C(C)C)cc1 (configuration not stated),-3,0,14,-4,6,0.0,9,0.2,-7
Brc1ccc2nc(-c3c[nH]c4ccccc34)cn2c1,-14,28,-34,-6,13,0.6,3,0.1,12

# (list continues)
SMILES,14-3-3 Bad inh,CHOP inh,EP2 modulator,NPY1 pot ag,EP2 antag,TRPN1 ag,NPY-Y1 antag,TRPML3 ag,PPC-1+TRAIL kill
O=C(Nc1ccc2c(c1)OCCO2)C1c2ccccc2C(=O)N2CCc3ccccc3C12 (configuration not stated),2,27,-2,5,12,0.6,4,-0.4,-2
Nc1ccc2nc3c(=O)n(C4CCCCC4)c(=O)[nH]c3nc2c1,-3,-29,0,20,6,79*,·,43*,2
O=C(CNC(=S)N(Cc1ccccc1)Cc1cccnc1)NCc1ccccc1,-8,13,-18,10,6,-0.2,-6,-0.1,12
COc1cccc(C(=O)COC(=O)c2ccc(NC(C)=O)cc2)c1,10[fluorescence artefact?],-13,-9,3,3,-1.2,-1,-0.2,25
O=C(NNC(=O)C1[C@H]2CCCC[C@@H]12)NC1CCCCC1 (some centres not stated),5,23,5,19,7,0.4,3,0.5,9
Cc1ccc(S(=O)(=O)c2ccccc2)cc1S(=O)(=O)N1CCOCC1,1,-3,-11,-11,2,1.8,2,1.3,14
COc1ccc(CCc2nnc(CCC(=O)NCCc3ncccc3C)o2)cc1,-9,5,4,23,4,1.4,2,0.0,·
O=C(Oc1cccccc1=O)c1ccccc1,-4,24,48,5,9,-0.5,7,0.9,-15
CC(=O)NCCOc1cccc(OCCNC(C)=O)c1,3,-11,18,16,8,-1.8,0,0.5,19
O=C(CSc1ccc(Cl)cc1)NCc1ccncc1,-12,17,12,14,1,0.5,-5,-0.5,14
CCCN1Cc2cccc(C(=O)NCc3ccc(C)cc3)c2C1=O,-4,4,-1,-10,5,-3.0,9,-1.1,12
CC(C)(C)c1cc(=O)n2c(nc3ccccc32)[nH]1,-2,28,-6,14,15,2.2,0,1.4,4
CCCS(=O)(=O)N1CCC(CCOc2ccccc2)(C(=O)OCC)CC1,-1,57,-1,6,2,-0.6,6,0.8,23

# Screening data: PubChem, several laboratories
